Compound activity as filed in PubChem.
USP30 inh = inhibitors of human USP30 deubiquitinase; purified USP30, Ub-rhodamine cleavage fluorescence; inhibition, % at 25 µM; actives 5.3% (n = 47,000)
Target sequence (Q70CQ3 whole entry, looked up): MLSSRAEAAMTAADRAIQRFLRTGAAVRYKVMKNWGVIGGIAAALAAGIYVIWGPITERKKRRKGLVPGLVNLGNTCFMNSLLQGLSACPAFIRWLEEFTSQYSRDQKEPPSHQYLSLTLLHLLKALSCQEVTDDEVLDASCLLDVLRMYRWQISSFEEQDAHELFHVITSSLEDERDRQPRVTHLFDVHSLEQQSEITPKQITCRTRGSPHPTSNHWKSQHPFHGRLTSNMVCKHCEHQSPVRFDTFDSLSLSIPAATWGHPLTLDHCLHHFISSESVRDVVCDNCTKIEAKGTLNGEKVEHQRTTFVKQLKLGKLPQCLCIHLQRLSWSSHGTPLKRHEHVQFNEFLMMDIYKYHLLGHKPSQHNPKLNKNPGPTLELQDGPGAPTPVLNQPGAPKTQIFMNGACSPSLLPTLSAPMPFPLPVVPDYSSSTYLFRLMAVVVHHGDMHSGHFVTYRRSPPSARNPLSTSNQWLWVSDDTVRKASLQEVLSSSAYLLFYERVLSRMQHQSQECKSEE
USP17 inh = blocks human USP17 ubiquitin-rhodamine cleavage; A8MUK1; purified USP17, Ub-rhodamine cleavage fluorescence, 3 h; inhibition, % at 50 µM; actives 6.5% (n = 47,000); AID 1645855
Target sequence (A8MUK1 whole entry, looked up): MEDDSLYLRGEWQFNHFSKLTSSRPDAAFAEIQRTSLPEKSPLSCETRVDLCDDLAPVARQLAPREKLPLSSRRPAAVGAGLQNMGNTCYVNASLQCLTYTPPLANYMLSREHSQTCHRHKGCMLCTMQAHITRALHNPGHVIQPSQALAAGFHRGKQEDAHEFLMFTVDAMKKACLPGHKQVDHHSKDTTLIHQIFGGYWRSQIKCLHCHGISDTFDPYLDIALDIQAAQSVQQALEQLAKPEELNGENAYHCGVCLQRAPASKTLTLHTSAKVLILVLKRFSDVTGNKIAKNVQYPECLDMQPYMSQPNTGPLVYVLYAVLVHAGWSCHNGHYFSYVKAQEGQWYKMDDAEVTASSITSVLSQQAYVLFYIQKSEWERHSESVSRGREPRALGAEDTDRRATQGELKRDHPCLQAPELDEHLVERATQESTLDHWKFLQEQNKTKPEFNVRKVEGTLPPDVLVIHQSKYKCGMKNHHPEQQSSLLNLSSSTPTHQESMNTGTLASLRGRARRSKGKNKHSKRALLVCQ
USP28 block = inhibitors of human USP28 deubiquitinase. Q96RU2. purified USP28, Ub-rhodamine cleavage fluorescence, 30 min. inhibition, % at 25 µM. actives 3% (n = 47,000)
USP7 block = inhibitors of human USP7 deubiquitinase | inhibition, % at 20 µM | purified USP7, Ub-rhodamine cleavage fluorescence | actives 0.3% (n = 47,000) | AID 1645854
UCHL1 inh = inhibitors of human UCHL1 deubiquitinase. actives 0.2% (n = 47,000). P09936. purified UCHL1, Ub-rhodamine cleavage fluorescence. AID 1645859. inhibition, % at 20 µM
OTUD3 inh = human OTUD3 deubiquitinase inhibition | inhibition, % at 25 µM | purified OTUD3, Ub-rhodamine fluorescence, 2 h | AID 1645858 | actives 0.7% (n = 47,000)
USP10 block = human USP10 deubiquitinase inhibition; Q14694; purified USP10, Ub-rhodamine fluorescence, 60 min; inhibition, % at 20 µM; actives 1.1% (n = 47,000)
USP8 block = inhibitors of human USP8 deubiquitinase; P40818; purified USP8, Ub-rhodamine cleavage fluorescence, 30 min; inhibition, % at 20 µM; actives 4.2% (n = 47,000); AID 1645853
Starred values were filed as active, the others as inactive; i = inactive; / = not tested or not shown. No stated cut-off is given here; in the data, active means inhibition above about 30%; inactive means the rest.

SMILES	USP30 inh	USP17 inh	USP28 block	USP7 block	UCHL1 inh	OTUD3 inh	USP10 block	USP8 block
COc1cccc(-c2c(NC(=O)c3cccs3)n(C)c3ccccc3c2=O)c1	-2	-1	-11	0	0	-5	-1	7
CC(C)(C)n1nc(C2CC2)c(Br)c1NC(=O)c1ccccc1F	36*	94*	25	0	1	23	12	20
NC(=O)c1cccc(Nc2nc(C(F)(F)F)nc3ccccc23)c1	-3	6	8	6	4	0	4	12
c1ccc(N2CCN(c3nc4cc5c(cc4s3)OCCO5)CC2)cc1	-3	0	-3	0	-3	0	2	-8
CCOC(=O)Cn1c(=O)n(Cc2ccc3c(c2)OCO3)c(=O)c2ccc(C(=O)NC3CCCCC3)cc21	25	29	11	5	0	9	19	9
Cc1ccc(C(=O)N2CC(C(=O)NC3CCCC3)C3(CCOCC3)C2)cc1C (stereo not drawn)	-5	2	3	2	0	3	1	10
Cc1ccc2c(=O)c(C(=O)N3CCCC3)cn(CC(=O)Nc3ccc(C)c(F)c3)c2n1	-34	-14	-7	-14	-5	-10	-4	0
O=C(NCc1cccc(F)c1)NC1CCN(c2ccccc2)C1=O (stereo not drawn)	20	44*	10	2	-1	8	3	14
Cc1ccccc1NC(=O)Cn1c(=O)n(CC(C)C)c(=O)c2nscc21	-179	-8	-36	-71	13	-20	-3	38*
Cc1ccc(-c2nc(NC(=O)COc3ccc(Cl)cc3)no2)cc1	-2	93*	89*	64*	28	-1	65*	93*
Cc1sc(NC(=O)CS(=O)(=O)c2ccc(F)cc2)c(C(N)=O)c1C	-218	-84	-58	-10	-8	-44	-10	-67
COc1cccc(CNC(=O)c2nc(CS(=O)(=O)c3ccccc3)no2)c1	-17	-5	-2	0	0	-3	0	-13
Cc1nn(-c2ccccc2)c(C)c1S(=O)(=O)Nc1ccc(C#N)cc1	12	9	4	8	4	12	0	-17
CCCNC(=O)c1cc2c(=O)n3cccc(C)c3nc2n1CCCOC	-27	5	-11	3	0	-9	-2	0
Cc1ccc(CNc2nc(N3CCOCC3)nc3c2cnn3C)cc1	-9	-16	-4	1	1	-12	1	-17
NC(=O)c1ccc2c(c1)nnn2C1CCCCC1	-9	-8	-11	-17	-3	0	-4	-5
O=C(Nc1nc2ccccc2s1)c1cc(-n2cnnn2)ccc1Cl	27	15	23	0	2	7	4	18
Cc1ccc(NS(=O)(=O)c2cc(-c3[nH]ncc3C(=O)N3CCCCC3)oc2C)cc1	-28	-14	-6	-6	-1	-10	1	-10
O=C(c1n[nH]c2c1CCCC2)N1CCn2c(nnc2-c2ccccc2)C1	-3	-4	5	-1	-1	1	0	-4
CS(=O)(=O)N1CCN(C(=O)C2CN(C(=O)c3ccc4c(c3)OCO4)C2)CC1	16	7	20	6	3	19	0	-5

Overlap with the part before: two compounds, then new ones.
SMILES	USP30 inh	USP17 inh	USP28 block	USP7 block	UCHL1 inh	OTUD3 inh	USP10 block	USP8 block
O=C(c1n[nH]c2c1CCCC2)N1CCn2c(nnc2-c2ccccc2)C1	-3	-4	5	-1	-1	1	0	-4
CS(=O)(=O)N1CCN(C(=O)C2CN(C(=O)c3ccc4c(c3)OCO4)C2)CC1	16	7	20	6	3	19	0	-5
Cc1ccc(NC(=O)COC(=O)Cn2cnc3c2c(=O)n(C)c(=O)n3C)cc1	3	4	8	1	2	5	5	2
Cc1ccc2nc(N3C(=O)c4oc5ccccc5c(=O)c4C3c3ccco3)sc2c1 (stereo not drawn)	-49	-9	4	-1	2	4	10	12
COc1ccc(-c2nnc(SCC(=O)c3cc(C)ccc3C)o2)cc1OC	1	9	3	10	4	1	-3	6
N#CC1(c2ccccc2)CCC2(CC1)N=C(N)Nc1nc3cc4c(cc3n12)OCCCO4 (stereo not drawn)	7	21	4	-1	-2	-12	3	-4
Cc1ccc(-c2nc3c4c(C)c(C)n(-c5cccnc5)c4ncn3n2)cc1	8	17	8	-23	1	11	-3	20
Cc1cnn(CC2CCCN2Cc2nc(C3CC3)no2)c1 (stereo not drawn)	-35	-17	-7	-4	-2	-10	-5	-4
Cc1c(CN2CCc3c(nc(N4CCCC(C)C4)[nH]c3=O)C2)cnn1C (stereo not drawn)	-13	-1	-8	-1	-1	-4	-2	7
COc1cc(OC)c(Nc2nc(Cc3ccccc3)nc3sc(C)c(C)c23)cc1Cl	14	12	7	5	0	11	-1	18
COc1ccccc1CC(=O)Nc1cnc(-c2ccc(F)cc2)nc1	7	12	3	2	7	5	1	30*
O=C(c1ccccc1F)N1C[C@H](OCc2cccnc2)[C@H]2COC[C@H]21	10	-1	2	1	1	2	2	2
CC(=O)NC(C(=O)Nc1nnc(C(C)C)s1)C1CCCC1 (stereo not drawn)	-7	-8	-11	-5	-2	-2	-1	0
Cc1cc(C)nc(SCc2cc(=O)c(OC(=O)c3ccc(F)c(F)c3)co2)n1	28	9	23	-35	3	13	1	34*
CC1(C)C2CC[C@](C)(C2)C1NS(=O)(=O)c1ccc(Cl)cc1 (stereo partly drawn)	-2	7	8	-3	5	6	11	3
CCCCS(=O)(=O)N1CCc2nc(N3CCc4ccccc4C3)[nH]c(=O)c2CC1	4	7	4	6	2	8	0	14
COc1cccc(NC(=O)c2nccnc2-c2nc3ccccc3s2)c1	-6	11	4	-3	6	4	-1	-10
Cc1cc(C(=O)COc2ccccc2C(N)=O)c(C)n1CC1CCCO1 (stereo not drawn)	-13	-4	-6	-1	0	-1	1	-1
CC1(C)CCc2c(cc(OCC(=O)NCCC(=O)O)c3c4c(c(=O)oc23)CCC4)O1	2	15	6	5	4	10	4	17
Cc1ccc(S(=O)(=O)N2CCN(CCOc3ccccc3)CC2)cc1	-10	-2	-3	-4	-2	-1	0	-16
CC(C)n1cc(CN2CCC(C(=O)Nc3cccc(-c4cscn4)c3)CC2)cn1	15	2	3	4	0	2	-2	5
CCCc1nc2sc3c(SCC(=O)Nc4ccccn4)ncnc3c2c2c1COC(C)(C)C2	20	10	7	3	2	1	-1	0
O=C1CSC(c2cccnc2)N1CCc1ccc(Cl)cc1 (stereo not drawn)	-8	-6	-4	-6	-1	1	4	1
Cc1nc(C)n(CC2CN(Cc3csc(C(C)C)n3)CCO2)n1 (stereo not drawn)	0	4	7	2	3	5	0	15
O=C(NCCc1ccncc1)C1CN(C(=O)c2cccc(F)c2)CC12CCOCC2 (stereo not drawn)	-1	0	-4	8	-1	-1	3	-1
COc1ccc(Cn2c(C(=O)O)c(CNCc3cccs3)c3ccccc32)cc1	11	24	26	-17	-4	7	-4	8
O=C(c1cc(-c2cccnc2)n[nH]1)N1CCC2(CC1)OCCO2	6	-2	-14	1	-3	-4	1	12
O=C(NCc1cccnc1)c1cn(-c2ccccc2Cl)nn1	-5	-20	-7	2	-3	0	4	-9
O=S(=O)(c1cc(F)cc(F)c1)N1C[C@@H]2c3nccn3-c3ccccc3[C@@H]2C1	21	29	20	2	2	11	-3	23
Cc1cc(=O)n(CC(=O)N2CCCCC2)c2c1c(C)nn2-c1ccccc1	-13	7	-3	-36	1	2	1	-7
CN(C(=O)c1ccc(S(=O)(=O)N2CCOCC2)cc1)c1nnc(C23CC4CC(CC(C4)C2)C3)s1	-5	6	4	5	2	-3	2	2
COc1ccc(OCc2ncc(C(=O)O)c(-c3ccncc3)n2)cc1	-87	-24	-7	-1	-3	-8	-7	-45
Cc1cc(C)n(-c2ccc(N3CCN(C(=O)COc4ccccc4)CC3)nn2)n1	-12	-4	-5	0	0	-1	-1	-5
COc1ccccc1/C=C(\C(=O)N1CCN(Cc2ccccc2)CC1)c1ccccc1	40*	17	19	8	7	20	13	7
Cn1cc(C2CCCN2Cc2cnn(-c3ccccc3)n2)cn1 (stereo not drawn)	-10	-14	-6	-3	-4	-6	-4	-2
Brc1cnc(NCCc2c[nH]c3ccccc23)nc1	-8	-2	22	-3	1	-10	0	-6
COc1ccc(S(=O)(=O)N(C)CC(=O)N2CCC(Cc3ccccc3)CC2)cc1	14	-4	13	1	-1	0	2	-4
COc1ccccc1/C=C1\CCn2c1nc1scc(-c3ccccc3)c1c2=O	-111	5	4	2	2	0	0	-6
Fc1cc(F)cc(CNc2cc(-n3ccnc3)ncn2)c1	1	-7	18	-4	-2	-9	-2	-6
CSc1cccc(NC(=O)C2C3C=CC4(O3)C2C(=O)N(Cc2ccc(C)cc2)C4C(=O)NC2CCCCC2)c1 (stereo not drawn)	18	50*	10	-3	4	9	8	20
COc1cccc(NC(=O)CCC(=O)N2CCOc3ccc(C)cc32)c1	-3	-7	1	-3	1	-1	2	-2
CN(C)[C@@H]1CN(Cc2cn[nH]c2-c2ccc(F)cc2)CC[C@@H]1CO	-2	/	-5	-4	-2	-9	0	-9

Continued; it opens with the five that closed the last part.
SMILES	USP30 inh	USP17 inh	USP28 block	USP7 block	UCHL1 inh	OTUD3 inh	USP10 block	USP8 block
COc1ccccc1/C=C1\CCn2c1nc1scc(-c3ccccc3)c1c2=O	-111	5	4	2	2	0	0	-6
Fc1cc(F)cc(CNc2cc(-n3ccnc3)ncn2)c1	1	-7	18	-4	-2	-9	-2	-6
CSc1cccc(NC(=O)C2C3C=CC4(O3)C2C(=O)N(Cc2ccc(C)cc2)C4C(=O)NC2CCCCC2)c1 (stereo not drawn)	18	50*	10	-3	4	9	8	20
COc1cccc(NC(=O)CCC(=O)N2CCOc3ccc(C)cc32)c1	-3	-7	1	-3	1	-1	2	-2
CN(C)[C@@H]1CN(Cc2cn[nH]c2-c2ccc(F)cc2)CC[C@@H]1CO	-2	/	-5	-4	-2	-9	0	-9
COc1ccc(-c2cc3c(=O)n(CC(=O)NCCN(C)C)ncn3n2)cc1	2	-9	-5	0	-1	0	0	-12
COc1ccc(C(CNC(=O)Cn2cnc3ccccc3c2=O)N(C)C)cc1 (stereo not drawn)	14	16	12	6	-1	6	-1	12
CNC(=O)c1cnn2c(C3CCCCN3C(=O)c3cccc(F)c3)ccnc12 (stereo not drawn)	6	13	12	3	4	10	3	13
COCCn1cnc2c1c(=O)n(CC(=O)Nc1ccc(C)cc1Cl)c(=O)n2Cc1ccccc1	6	0	-10	-1	-3	-4	-5	1
Cc1ccn2c(=O)c(C(=O)Nc3ccc4c(c3)OCCO4)cnc2c1	1	-4	14	-2	-1	8	-3	-52
CC(=O)N1CCCC(Cc2nccnc2-c2ccn[nH]2)C1 (stereo not drawn)	1	-12	1	2	1	5	-1	-72
CC(=O)Nc1cccc(Oc2nnnn2-c2ccccc2)c1	2	/	0	0	-1	-7	2	8
Cc1nn2c(CNS(=O)(=O)c3ccccc3)c(C)nc2s1	-16	-9	-14	1	0	-10	-3	-4
COc1cccc(OC)c1C(=O)N1CCN(C(=O)C2CC2)CC1	18	11	9	5	1	12	0	2
CCN(CC)S(=O)(=O)c1ccc(OC)c(Nc2nc(-c3ccccc3)nc3ccccc23)c1	-3	39*	3	6	2	10	0	15
CCN1CCN(c2cc(-c3ccncc3)[nH]n2)CC1	5	-16	-9	0	-3	-1	0	-44
COc1cccc(O[C@@H]2C[C@@H](N)[C@H](N3CCOCC3)[C@H]2O)c1	0	-6	-12	7	-1	-2	2	-26
O=C(OCC(=O)c1c[nH]c2ccccc12)c1ccc2c(=O)n3c(nc2c1)CCCCC3	-366	-127	-49	-37	-45	-91	-3	-64
O=C(COC(=O)c1ccc2ccccc2n1)Nc1cccc(Cl)c1Cl	-239	-97	-78	-17	-21	-74	-5	-18
COc1ccc(-c2noc(CC(=O)Nc3cccc(C#N)c3)n2)cc1	18	39*	0	0	-1	0	3	12
COCC(=O)N1CCN2C[C@H]1C(=O)NC[C@H]1O[C@@H](CC(=O)N[C@H]3C[C@@H](C2=O)N(Cc2cccc(Cl)c2)C3)[C@H](O)[C@@H]1O	i	-132	-224	-49	-29	-162	-12	-71
CC(C)c1ccc(NC(=O)c2cc(-c3cccnc3)n[nH]2)cc1	46*	-1	37*	12	2	-1	7	97*
COc1ccc(-c2cn3c(-c4ccccc4)c(-c4ccccc4)nc3n2-c2ccccc2)cc1	37*	48*	18	2	1	24	4	80*
O=C(Nc1ccc2c(c1)OCCO2)c1cccc2nc3ccccc3nc12	75*	41*	30	9	8	31*	1	37*
O=C(Nc1ccc2c(c1)OCCO2)C(=O)c1cn(CC(=O)N2CCOCC2)c2ccccc12	-4	-11	9	-7	4	-2	-3	-17
COc1cccc(-c2cnc([C@@H]3COCCN3Cc3csnn3)[nH]2)c1	-17	-74	9	-20	5	-13	0	9

Some values from the entries so far:
For UCHL1 inh, Cc1nn2c(CNS(=O)(=O)c3ccccc3)c(C)nc2s1 reads 0
For USP30 inh, COCCn1cnc2c1c(=O)n(CC(=O)Nc1ccc(C)cc1Cl)c(=O)n2Cc1ccccc1 reads 6
